All columns: NCI-60 one-dose screen, growth in % after 48 h at 10 µM unless noted; 100 = growth as untreated, 0 = no growth, -100 = all killed.
RPMI-8226 = RPMI-8226 leukemia cells; AID 1794781; hit rate 7.5% among 77,000
MOLT-4 = MOLT-4 leukemia cells. hit rate 6.9% among 80,000. AID 1794779
MDA-MB-468 = MDA-MB-468 breast cancer. AID 2202374. hit rate 8.5% among 78,000
MDA-MB-231 = MDA-MB-231 breast cancer | hit rate 5% among 81,000
K-562 = K-562 leukemia. hit rate 7.4% among 78,000. AID 1794777
SR = SR leukemia cells; hit rate 8.7% among 73,000
MDA-MB-435 = MDA-MB-435 melanoma; AID 1794794; hit rate 7.8% among 82,000
MCF7 = MCF7 breast cancer. hit rate 6.3% among 82,000. AID 1794796
The depositor's hits bear a star; · = not tested or not shown; & = joins results of further samples; [ ] = remark or other dose. How the source made its calls: active means growth percent below 10; inactive means the rest.

#	SMILES	RPMI-8226	MOLT-4	MDA-MB-468	MDA-MB-231	K-562	SR	MDA-MB-435	MCF7
1	c1ccc(CSc2nnc3c4c5c(sc4nc(-c4cccnc4)n23)CCCCCC5)cc1	20	·	0.1*	71	22	46	19	38
2	CN=S(=O)(OCCCCOS(=O)(=NC)c1ccc(C)cc1)c1ccc(C)cc1 (stereo not drawn)	108	92	95	119	102	98	114	94
3	Cc1ccc(NS(=O)(=O)c2ccc3c(c2)C(=O)CC(c2ccc(C(=O)C(C)C)cc2)N3)cc1C (stereo not drawn)	·	55	-3.8*	79	40	·	58	37
4	CCOC(=O)CN1C(=O)c2ccc(-c3ccc4c(c3)C(=O)N(CC(=O)OCC)C4=O)cc2C1=O	107	101	100	108	113	108	106	105
5	N#Cc1cnn2ccn(C3OC(COC(=O)c4ccccc4)C(OC(=O)c4ccccc4)C3OC(=O)c3ccccc3)c12 (stereo not drawn)	73	99	·	73	82	102	99	77
6	CCC(N)(C(=O)O)C1CCCC1 (stereo not drawn)	94	105	93	113	107	109	96	86
7	O=C1c2ccccc2OC=C(c2ccccc2)N1CCCCNc1ccc(S(=O)(=O)Nc2ncccn2)cc1	83	85	103	97	·	79	105	94
8	CCOc1nc(-c2ccccc2)cc2c(O)c(C(=O)N/N=C/c3ccc(OC)cc3)[nH]c(=O)c12	82	63	62	126	74	112	113	101
9	C#C[C@]1(O)CC[C@H]2[C@@H]3CC=C4c5nc(Nc6ncccn6)sc5CC[C@]4(C)[C@H]3CC[C@@]21C	-12*	2.8*	76	34	34	18	50	60
10	COc1ccc(C(=O)CC(c2ccccc2)C(C#N)c2ccccc2)cc1 (stereo not drawn)	73	76	70	81	81	74	79	93

Along the list, from the results shown.
Compounds 3–8 in K-562 read 40, 113, 82, 107, ·, 74
Compounds 3–8 in MCF7 read 37, 105, 77, 86, 94, 101

Further results.
#	SMILES	RPMI-8226	MOLT-4	MDA-MB-468	MDA-MB-231	K-562	SR	MDA-MB-435	MCF7
11	OC(Cc1ccncc1)c1ccccc1Cl (stereo not drawn)	93	111	104	91	102	107	118	101
12	CC[C@]1(O)C[C@@H]2CN(CCc3c([nH]c4ccccc34)[C@@](C(=O)OC)(c3cc4c(cc3OC)N(C)[C@H]3[C@@](O)(C(=O)OC)[C@H](OC(=O)CCCBr)[C@]5(CC)C=CCN6CC[C@]43[C@@H]65)C2)C1	6.3*	17	32	-17*	8.9*	·	-36*	13
13	Cc1oc(-c2ccccc2)nc1CNCCc1ccccc1	81	79	51	101	65	83	107	92
14	COc1cc(OC)cc(N2CCN(C(=O)Nc3nc4cc(F)ccc4nc3OC)CC2)c1	23	8.4*	-5.8*	1.0*	13	8.2*	-32*	23
15	COc1ccc(/C=C2\Oc3cc(OCCN4CCCC4)ccc3C2=O)cc1OC	132	100	99	87	74	77	99	89
16	CCNC(=S)n1nc(-c2cc(OC)c(OC)c(OC)c2)nc1N	98	108	91	101	111	99	90	95
17	CN1C(=O)N(C)C2C1NN=c1s/c(=C\c3ccsc3)c(=O)n12 (stereo not drawn)	58	50	34	67	13	21	-3.4*	15
18	O=c1c2sc3ncc(Br)cc3c2ncn1-c1cccc(Cl)c1	75	·	90	50	82	77	75	94
19	O=Cc1ncc(-c2ccc(C(F)(F)F)cc2)c(NC2CCCCCC2)n1	-35*[100 µM]	-60*[100 µM]	2.4*[100 µM]	-88*[100 µM]	-50*[100 µM]	-29*[100 µM]	-88*[100 µM]	-86*[100 µM]
20	O=C(NC(=S)Nc1ccc(NC(=S)NC(=O)c2ccccc2)cc1)c1ccccc1	120	79	116	100	71	·	113	116
21	O=c1ccccc(-c2ccc(Br)cc2)c1O	9.5*	5.1*	12	33	·	4.7*	26	14
22	COc1ccc(/C=C/C(=O)c2ccc3cc(OC)c(OC)cc3c2)cc1OC	4.6*	31	·	101	8.5*	3.8*	7.5*	26
23	COc1ccc(CNC(=O)C(O)C(Cc2ccccc2)N(Cc2ccccc2)Cc2ccccc2)cc1OC (stereo not drawn)	67	58	72	86	52	88	92	53
24	CC(=O)N[N+](C)(C)C	106	114	101	112	122	99	102	96
25	CCCCCCCCCCCCCCCCCCNC(=O)[C@H]1CSC(c2ccc(OC)c(F)c2)N1 (stereo partly drawn)	-47*	10*	77	-43*	0.5*	-31*	-83*	-68*
26	Cn1c(-c2ccccc2)c(C#N)c(NS(=O)(=O)c2ccc(N)cc2)c1-c1ccccc1	·	121	105	100	·	111	110	97
27	CCCn1c(NC(=O)c2cccc(C(N)=O)c2)nc2ccccc21	88&100	99&104	83&108	124&143	89	71&81	96&98	99&95
28	O=C(OCCBr)c1ccc(Cl)c([N+](=O)[O-])c1	·	84	-80*	92	83	87	·	45
29	Cc1cc2n(n1)c1cc(C)nn1c1cc(C)nn21	100	100	·	102	·	105	102	100
30	C=CC(=O)Nc1cc(Nc2nccc(-c3cn(C)c4ccccc34)n2)c(OC)cc1N(C)CCN(C)C	-22*	-53*	-74*	-68*	-40*	-24*	-94*	-61*
31	Cn1c(NCCO)nc(-c2cccc([N+](=O)[O-])c2)c(C#N)c1=O	104	101	96	97	106	·	104	96
32	O=C(CCCl)Oc1ccc(Br)cc1	115	92	·	127	105	84	107	94
33	O=S(=O)(Nc1nccs1)c1ccc(Nc2nc(-c3ccncc3)cs2)cc1	99	117	101	105	109	111	112	94
34	CCOC(=O)/C=C1\S/C(=N\Nc2cc(=O)[nH]c3cccc(C)c23)N(c2ccccc2)C1=O	88	103	105	87	89	82	100	87
35	O=C1c2ccc3c4c(ccc(c24)C(=O)N1CCCNCc1ccccc1)C(=O)N(CCCNCc1ccccc1)C3=O	-37*	-32*	-96*	-8.4*	-48*	-47*	-54*	-84*
36	CCCCCCCCCCCCCCCCCCNC(=S)N/N=C/c1c(O)ccc2ccccc12	91	104	89	104	104	88	102	92
37	Cc1ccc(N/N=C(/C(=O)c2ccc(Cl)cc2)c2nc(C)cc(=O)[nH]2)cc1	85	99	·	96	92	84	123	91
38	Cc1cc(C(NC(=O)C2CC3(CC(Nc4cccc5c4C(=O)N(C4CCC(=O)NC4=O)C5=O)C3)C2)c2ccc3c(c2)OC(F)(F)O3)c(O)c2ncccc12 (stereo not drawn)	15	4.2*	-31*	25	11	11	28	8.1*
39	O=[N+]([O-])c1ccc(F)cc1	95	105	104	106	148	106	103	106
40	ClCc1ccc(Oc2ccc(CCl)cc2)cc1	94	98	108	112	106	100	109	106
41	O=C1NC(=O)c2c1c1c3cc(Br)ccc3[nH]c1c1oc3ccc(F)cc3c21	15	-5.4*	-52*	-25*	4.3*	4.8*	34	-48*
42	O=C(O)c1ccc(Oc2ccc([N+](=O)[O-])cc2)c([N+](=O)[O-])c1	114	108	99	111	115	116	99	108
43	COc1ccc(C2=NNC(c3ccc(Oc4ccc(Cl)cc4)cc3)C2)cc1OC (stereo not drawn)	·	75	41	82	50	87	·	82
44	Cc1c(Cc2c(C)n(C)n(-c3ccccc3)c2=O)c(=O)n(-c2ccccc2)n1C	·	89	102	109	83	77	112	106
45	C=CCn1c(-c2ccc3nc(-c4ccc([N+](=O)[O-])cc4)[nH]c3c2)n[nH]c1=S	108	98	97	102	·	·	108	91
46	O=C1N(Cl)C2C(N1Cl)N(Cl)C(=O)N2Cl (stereo not drawn)	106	106	103	99	101	104	100	108
47	COCOc1ccc(/C=C/C(=O)NC(Cc2ccccc2)C(=O)C(=O)NCc2ccccc2)cc1OCOC (stereo not drawn)	99	94	87	105	95	105	104	84
48	CCCC(C)(O)CCC(C)(O)CCC (stereo not drawn)	·	105	107	113	103	92	104	93
49	Brc1cc(Br)cc(NNc2cc(Br)cc(Br)c2)c1	97	100	90	81	104	98	95	68
50	COc1ccc(/C=C(\C#N)n2nc3cc(F)c(F)cc3n2)cc1	100	88	114	91	87	83	95	76
51	COc1ccc(-c2ccnc(/N=C(\N)Nc3ccc(S(=O)(=O)Nc4nc(C)cc(C)n4)cc3)n2)cc1	87	94	106	105	88	88	107	69
52	COc1cc(OC)c(NC(=O)c2ccccc2Cl)cc1Cl	89	95	107	117	105	93	105	69
53	N=C(N)c1ccc(-c2ccc(-c3ccc(-c4ccc(Cl)c(Cl)c4)s3)s2)cc1	69	86	98	71	50	38	93	90
54	CC(=O)OCC1C(C)CCC(C)C1COC(C)=O (stereo not drawn)	98	105	94	97	120	74	96	98
55	Cc1ccccc1-c1noc(Cn2cc(-c3ccccc3)nn2)n1	96	100	106	100	95	100	102	97
56	O=C1CC2CC=CCN2C=C1c1ccc(F)cc1 (stereo not drawn)	107	96	98	110	96	95	112	102
57	CCOC(=O)C1(C)CCCC1N (stereo not drawn)	109	103	99	97	101	90	103	104
58	CN(C)CCNC(=O)c1cc2c3ccccc3[nH]c2c2ncccc12	61	28	·	58	53	30	70	51
59	COc1ccc(NC(=O)CSc2nc3ccc(Cl)cc3c(=O)n2-c2ccccc2C(F)(F)F)c(OC)c1OC	83	106	80	54	93	90	92	79
60	Cc1[nH]c(-c2nc3ccccc3[nH]2)c(C)c1C(=O)NCc1ccccc1	·	105	104	94	100	107	105	99

7 entries drawn at random from those above, as already listed:
#	SMILES	RPMI-8226	MOLT-4	MDA-MB-468	MDA-MB-231	K-562	SR	MDA-MB-435	MCF7
53	N=C(N)c1ccc(-c2ccc(-c3ccc(-c4ccc(Cl)c(Cl)c4)s3)s2)cc1	69	86	98	71	50	38	93	90
56	O=C1CC2CC=CCN2C=C1c1ccc(F)cc1 (stereo not drawn)	107	96	98	110	96	95	112	102
59	COc1ccc(NC(=O)CSc2nc3ccc(Cl)cc3c(=O)n2-c2ccccc2C(F)(F)F)c(OC)c1OC	83	106	80	54	93	90	92	79
51	COc1ccc(-c2ccnc(/N=C(\N)Nc3ccc(S(=O)(=O)Nc4nc(C)cc(C)n4)cc3)n2)cc1	87	94	106	105	88	88	107	69
54	CC(=O)OCC1C(C)CCC(C)C1COC(C)=O (stereo not drawn)	98	105	94	97	120	74	96	98
60	Cc1[nH]c(-c2nc3ccccc3[nH]2)c(C)c1C(=O)NCc1ccccc1	·	105	104	94	100	107	105	99
57	CCOC(=O)C1(C)CCCC1N (stereo not drawn)	109	103	99	97	101	90	103	104

(next part)
#	SMILES	RPMI-8226	MOLT-4	MDA-MB-468	MDA-MB-231	K-562	SR	MDA-MB-435	MCF7
61	COc1cc(-c2nnc(CNc3ccc(F)c(Cl)c3)o2)cc(OC)c1OC	98	103	124	98	82	80	95	80
62	Clc1ccc(-c2nc(-c3c[nH]c4ccccc34)cs2)cc1	97	77	63	93	105	87	107	65
63	CCOC(=O)c1ccc(NC(=O)Nc2nc3ccccc3s2)cc1	92	91	93	102	91	89	101	92
64	O=C(/C=C/c1cc2ccc1CCCCc1ccc(cc1)CCCC2)c1ccc(NC(=O)c2ccccc2CN2C(=O)c3ccccc3C2=O)cc1	·	89	99	89	89	91	98	94
65	CCCCSc1nc(N)nc2nc[nH]c12	95	95	105	108	86	106	101	97
66	Cc1[nH]c(C(=O)Nc2ccccc2OCc2cccc(C(=O)NCCN)c2)c(Cl)c1Cl	30	40	11	77	-47*	-16*	69	15
67	CCc1nc2cc(F)c(/C=C/C(=O)NO)cc2c(=O)n1CCc1ccccc1	11	3.3*	4.3*	15	7.2*	15	24	12
68	O=C(Cn1cnc2c(cc(-c3ccccc3)n2-c2ccncc2)c1=O)Nc1ccc(Cl)cc1	108	103	107	99	104	109	101	103
69	N#CCNC(=O)c1ccccc1	109	90	105	89	93	94	104	99
70	NC1=Nc2c(sc(S)c2-c2nc3ccccc3s2)C(=O)OC1	78	87	87	79	87	82	105	63
71	CCC(NC(c1cc2cccc3ccc4cccc1c4c32)c1nnnn1C(C)(C)C)C1CCCCC1 (stereo not drawn)	28	47	7.3*	56	35	41	60	48
72	Cc1ccc(Nc2c(C(N)=O)cnc3ccc(C(=O)/C=C/c4ccc(N(C)C)cc4)cc23)cc1	99	93	93	103	102	90	90	87
73	COc1ccc(-c2nnc(SCC(=O)Nc3ccc(C(=O)/C=C/c4ccc(Cl)cc4)cc3)o2)cc1OC	59	41	99	76	52	24	81	58
74	CCOC(=O)/C=C(C)/C=C/C1=C(C)CCCC1(C)C	108	·	90	94	96	79	107	95
75	COC(=O)/C=C/c1c(C2(C)NC(=O)c3ccccc3N2)c(=O)oc2ccc(Cl)cc12 (stereo not drawn)	95	101	89	89	105	108	102	87
76	CC[C@H](Nc1cc(C)nc(N)n1)c1nc2cccc(NCc3ccc(C(=O)NO)cc3)c2c(=O)n1-c1ccccc1	-18*	-9.9*	-11*	0.3*	·	·	-15*	25
77	COc1ccc2c(c1)c(-c1nc(-c3cn(C)c4ncccc34)cs1)cn2C	85	71	51	88	82	·	89	97
78	CCC(CO)NC(=O)/C=C/c1cccc(Br)c1 (stereo not drawn)	95	102	105	111	102	96	100	91
79	CCOC(=O)C1=C(c2ccccc2)N=C2SC=C(c3cccc([N+](=O)[O-])c3)N2C1c1ccc(Cl)cc1 (stereo not drawn)	98	100	99	94	104	103	101	98
80	Brc1cscc1Br	99	100	106	101	97	97	95	96
81	NC1=NC(c2c(O)cccc2Br)n2c(nc3ccccc32)N1 (stereo not drawn)	102	111	92	109	106	·	100	103
82	CC1(C)Oc2cc3oc(=O)ccc3cc2C[C@@H]1OCCOS(=O)(=O)C(F)(F)F	103	103	114	110	·	119	97	95
83	CCC/C=C/C(C(=O)OCC)(C(=O)OCC)C(C)C	108	·	96	105	·	·	106	92
84	COc1ccc(CCN2CCC(Nc3nc4ccccc4n3Cc3ccc(F)cc3)CC2)cc1	-20*	-41*	-84*	-32*	·	-55*	-92*	-54*
85	COc1ccc(C2CC(c3cccc(Nc4ccnc5cc(Cl)ccc45)c3)=NN2c2ccccc2)cc1 (stereo not drawn)	68	64	63	74	21	30	-9.4*	48
